Screening results (PubChem)
m5-HT2A agonist: mouse Htr2a agonists via beta-arrestin recruitment, primary screen, cell-based, luminescence; AID 624169, 2012; 5-hydroxytryptamine receptor 2A (Mus musculus), P35363; hit rate 0.66% among 360,000; activation, % at 7.6 µM; CHO-K1 mHTR2A beta-arrestin complementation; percent of 30 µM serotonin response;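 active = activation above a run cutoff, the mean activation of all tested compounds plus 3 SD, cut at about 14% in these data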;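 also: 0% = plate median of compound wells and 100% = 30 µM serotonin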
Target sequence (P35363 whole entry, looked up): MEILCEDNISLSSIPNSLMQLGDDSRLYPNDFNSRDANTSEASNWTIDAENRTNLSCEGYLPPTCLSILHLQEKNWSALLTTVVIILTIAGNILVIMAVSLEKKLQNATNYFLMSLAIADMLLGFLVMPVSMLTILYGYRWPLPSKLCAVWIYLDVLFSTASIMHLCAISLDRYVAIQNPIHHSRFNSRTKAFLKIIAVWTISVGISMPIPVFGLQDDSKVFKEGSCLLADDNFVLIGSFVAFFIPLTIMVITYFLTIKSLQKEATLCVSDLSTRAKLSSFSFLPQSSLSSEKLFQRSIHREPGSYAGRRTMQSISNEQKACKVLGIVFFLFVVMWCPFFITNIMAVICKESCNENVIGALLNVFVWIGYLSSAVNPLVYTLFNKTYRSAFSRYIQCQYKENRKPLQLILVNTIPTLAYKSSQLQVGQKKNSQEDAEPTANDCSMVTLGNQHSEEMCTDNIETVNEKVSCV
MC4R barr agon: MC4R agonists recruiting beta-arrestin, primary screen, cell-based, luminescence, agonist arm of biased-ligand search; Melanocortin receptor 4 (Homo sapiens), P32245; U2OS MC4R beta-arrestin complementation; percent of melanotan II response, DMSO zero; activation, % at 8.9 µM; hit rate 0.98% among 360,000; AID 540308, 2011;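 active = activation above a per-plate cutoff, the mean activation of sample wells on that plate plus 3 SD, cut at about 8% in these data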
Target sequence (P32245 whole entry, looked up): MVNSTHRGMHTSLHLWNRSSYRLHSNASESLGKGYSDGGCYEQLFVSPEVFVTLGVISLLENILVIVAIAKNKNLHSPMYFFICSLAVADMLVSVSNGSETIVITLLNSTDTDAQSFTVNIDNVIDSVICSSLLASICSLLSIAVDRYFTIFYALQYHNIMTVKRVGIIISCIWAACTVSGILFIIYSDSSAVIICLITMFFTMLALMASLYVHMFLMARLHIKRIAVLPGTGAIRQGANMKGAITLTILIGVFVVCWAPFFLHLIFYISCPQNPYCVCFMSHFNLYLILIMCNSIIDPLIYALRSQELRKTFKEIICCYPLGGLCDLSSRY
MC4R antagonist: MC4R antagonists of cAMP signaling, primary screen, cell-based, TR-FRET, antagonist arm of biased-ligand search; Melanocortin receptor 4 (Homo sapiens), P32245; MC4R-expressing cells, MTII-stimulated cAMP, LANCE TR-FRET; inhibition, % at 6.5 µM; hit rate 0.48% among 360,000; AID 540295, 2011;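 active = inhibition above its plate's cutoff, the mean of tested wells on that plate plus 3 SD, cut at about 29% in these data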;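 also: 0% = Melanotan II alone and 100% = Melanotan II plus saturating MCL0020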
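System – human MC4R-expressing U2OS cells · Also added – Melanotan II · Dosing – one concentration, 6.5 µM nominal · Timing – 30-min compound, 1-h challenge, 1-h detection, room temperature · Measured by – Eu-cAMP/anti-cAMP TR-FRET, emission 671 nm · Replicates – singlicate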
Glyco luc inh: increase of ERlucT glycosylation luciferase signal, primary screen, N-linked glycosylation inhibitor project, D54 ERlucT cells, luminescence, set 2 | D54 ERlucT glycosylation luciferase reporter, 24 h; percent of 100 nM tunicamycin response | AID 588692, 2011 | reporter increase, % at 12.5 µM | hit rate 0.23% among 360,000;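 active = mean luciferase reporter signal, scaled so untreated is 0 and the glycosylation-blocking control 100, at or above a set limit in every replicate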;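 also: luciferase carries N-glycosylation sites so blocking glycosylation raises the light; 0% = median of neutral control wells and 100% = median of 100 nM tunicamycin wells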
ABHD5 PLIN5 PPI: ABHD5-PLIN5 interaction inhibitors, primary screen, cell lysate, split luciferase complementation, luminescence | Perilipin-5 (Homo sapiens) + 1-acylglycerol-3-phosphate O-acyltransferase ABHD5 (Homo … | Split G. princeps luciferase complementation, 4 h | inhibition, % at 4 µM | hit rate 0.78% among 360,000;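 active = inhibition above the mean inhibition across every tested compound plus 3 SD, cut at about 22% in these data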;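 also: 0% = DMSO only wells and the 100% control is not disclosed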
ABCB6 inh MLPCN: ABCB6 transporter inhibitors, primary screen, K562-ABCB6 cells, flow cytometry, MLPCN library; AID 602162, 2011; fluorescence ratio to DMSO, % at 10 µM; K562-ABCB6 porphyrin accumulation, 1 h; hits give low values; hit rate 0.19% among 360,000; ATP-binding cassette sub-family B member 6 (Homo sapiens), Q9NP58;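 active = fluorescence ratio to DMSO below 75%, the collection mean minus 3 SD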;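 also: signal is porphyrin accumulated inside mitochondria; 100% equals median channel fluorescence of DMSO control wells; lower ratio means ABCB6 inhibition with less porphyrin fluorescence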
Cardio protect: cardioprotection against H2O2-induced cell death, primary screen, uHTS, H9c2 cells, ATPLite luminescence. protection from H2O2 cell death, % at 20 µM. AID 588492, 2011. H9c2 cardiomyocytes, H2O2 injury protection, 2 h. hit rate 0.63% among 360,000;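 active = compounds giving at least 50% protection of heart cells from peroxide-induced death in the single-dose screen, raw or plate-pattern-corrected value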;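 also: 0% = DMSO wells with peroxide and 100% = DMSO wells without peroxide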
Exocytosis inh: LAMP-1 surface exposure blockers, TALL-104 cells – cell-based, flow cytometry, MLPCN library, primary screen; TALL-104 LAMP-1 surface exposure; cells stimulated with thapsigargin and PMA; inhibition, % at 10 µM; hit rate 0.66% among 360,000; AID 651702, 2012;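 active = inhibition above about 55%, limit read from the data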
CaV13 ICDI inh: Disruptors of the CACNA1D IQ motif to Ca2+-dependent inactivation inhibitor domain association, primary screening, Förster resonance energy transfer in intact living …. hit rate 0.098% among 340,000. HEK cells, CFP/YFP FRET ICDI-IQ, plate reader, 10 min; percent FRET-ratio fall versus neutral wells. inhibition, % at 12.3 µM;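 active = mean replicate inhibition of at least 30% and at least 1% of replicates passing that level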;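 also: 0% = median of the neutral control wells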
PDI inh: inhibitors of human PDI, primary screen, biochemical, turbidity, single point, plate reader. PDI insulin aggregation turbidity, A650, 90 min. hit rate 0.052% among 350,000. AID 588391, 2011. Protein disulfide-isomerase (Homo sapiens), P07237. inhibition, % at 10 µM;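 active = mean inhibition across replicates of 30% or more, whatever share of single replicates reach that level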;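 also: absorbance from insulin aggregation driven by PDI reduction with DTT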
Numbers without * were called inactive; nt = no result given. Rows are unselected (roughly 4.2% active in at least one column).

canonical_smiles	m5-HT2A agonist	MC4R barr agon	MC4R antagonist	Glyco luc inh	ABHD5 PLIN5 PPI	ABCB6 inh MLPCN	Cardio protect	Exocytosis inh	CaV13 ICDI inh	PDI inh
O=C(Cn1nnc(-c2ccccc2)n1)N/N=C/c1ccco1	-2	1.2	4	1	-3	100	-5	2	-6	-2
O=C(Cc1ccc(Cl)c(Cl)c1)Nc1cccnc1	-5	0.7	-1	0	0	96	0	-3	-4	-3
COc1ccc(C2CC(=O)C3=C(C2)Nc2ccccc2N(C(=O)CCC(=O)O)C3c2ccc(F)cc2)cc1OC (configuration not stated)	1	-0.7	3	1	3	97	-1	-3	-4	0
CCOC(=O)c1csc(NC(=O)C2CCCCC2)n1	-2	0.0	-2	-1	-1	99	-2	0	-6	0
O=C(Cn1c(CO)nc2ccccc21)NCCc1ccc(F)cc1	9	0.2	5	4	3	91	0	-3	-6	-6
Cc1nn(-c2ccccc2)c2c1C(c1c(C)[nH]c(C#N)c1C)C(C#N)=C(N)O2 (configuration not stated)	5	0.7	-2	1	-20	100	5	-1	-4	-3
Cc1nnc(N2CCN(Cc3ccccc3)CC2)[nH]c1=O	-1	-1.6	2	0	-3	96	8	0	-4	-9
O=C(Nc1cnn(Cc2ccccc2)c1)NC12CC3CC(CC(C3)C1)C2	-4	-2.1	12	-1	-6	94	-11	1	-2	3
CCOC(=O)c1c(C)oc2ccc(OC(=O)N3CCOCC3)cc12	-1	-1.0	3	2	-7	91	1	16	-9	9
CC1CN(C(=O)Nc2ccc(F)cc2)C2(CCCCCC2)O1 (configuration not stated)	-1	1.4	7	4	-1	98	8	-1	-6	-2
O=C(NC(=S)Nc1ccc(S(=O)(=O)Nc2nccs2)cc1)C1CC1	0	0.5	5	-1	-1	105	0	-2	-1	-4
CC(C)(C)C1CCC2(CC1)C(C#N)=C(SCC(=O)NC1CCCCC1)NC(=O)C2C#N (configuration not stated)	8	0.0	-1	0	-4	96	-22	2	nt	-5
O=C(NCc1ccc(F)cc1)c1cccnc1	8	-0.1	9	0	5	97	0	-4	0	6
Cc1ccc(CSc2nnc(SCC(=O)N/N=C/C=C/c3ccco3)s2)cc1	5	3.0	0	5	1	98	-5	0	-5	4
Cc1ccc(S(=O)(=O)N2CCN(CC(=O)Nc3ccc([N+](=O)[O-])cc3)CC2)cc1C	1	-0.7	-4	-1	9	94	18	3	-1	-2
CCOC(=O)[C@]12CCCC=C1N(Cc1ccc3c(c1)OCO3)C(=O)[C@H](CC(=O)N1CCCCC1)C2	-2	nt	nt	nt	-3	93	nt	1	-8	nt
CCCc1c(C(=O)NNc2ccc(C)cc2)cnn1-c1ccccc1	6	-2.0	-1	1	-10	97	-5	-2	-13	-2
COC(=O)C1=C(N)Oc2cc(C)n(Cc3ccccc3)c(=O)c2C1c1ccccc1 (configuration not stated)	3	-1.4	1	1	3	101	1	0	-3	0
COc1ccc(NC(=O)CN2c3cccc4cccc(c34)S2(=O)=O)cc1	-1	0.3	11	-1	-6	110	22	-2	nt	4
COc1ccc(CNC(=O)COC(=O)c2ccc(C)c(S(=O)(=O)N3CCOCC3)c2)cc1	5	-1.3	-4	0	-10	87	-2	1	-7	5
Cc1cnc(NC(=O)c2sc(Nc3ccccc3)nc2N)o1	-1	-1.1	6	-1	3	19*	-5	-5	-4	0
O=C(N/N=C/c1ccco1)c1cc(Br)ccc1OCc1ccccc1	-4	9.4*	3	-1	-9	102	-13	-2	-6	0
O=S(=O)(c1cccs1)N1CCN(CC(O)COC2CCCc3ccccc32)CC1 (configuration not stated)	-2	-1.2	17	-2	0	88	-5	0	-2	0
CCOc1ccc(S(=O)(=O)N2CCN(C(=O)c3ccc(-n4cncn4)c([N+](=O)[O-])c3)CC2)cc1	2	1.4	16	5	7	95	3	-7	-6	-1
O=C(Nc1nnc(COc2ccccc2)s1)C1CCN(S(=O)(=O)c2ccc(Cl)cc2)CC1	-4	0.8	-6	1	-3	98	-18	-2	-6	-4

The final 2 entries of the part above come first, to join the parts.
canonical_smiles	m5-HT2A agonist	MC4R barr agon	MC4R antagonist	Glyco luc inh	ABHD5 PLIN5 PPI	ABCB6 inh MLPCN	Cardio protect	Exocytosis inh	CaV13 ICDI inh	PDI inh
CCOc1ccc(S(=O)(=O)N2CCN(C(=O)c3ccc(-n4cncn4)c([N+](=O)[O-])c3)CC2)cc1	2	1.4	16	5	7	95	3	-7	-6	-1
O=C(Nc1nnc(COc2ccccc2)s1)C1CCN(S(=O)(=O)c2ccc(Cl)cc2)CC1	-4	0.8	-6	1	-3	98	-18	-2	-6	-4
CC1CC(C)CN(C(=O)CN(C)S(=O)(=O)c2ccc3c(c2)c(=O)n(C)c(=O)n3C)C1 (configuration not stated)	4	0.2	-2	1	-7	96	2	-3	-8	4
N#CC(C(=O)NC1CCCCC1)c1nc2ccccc2nc1N1CCN(c2ccccc2F)CC1 (configuration not stated)	0	-2.9	5	0	-2	106	6	-1	-5	1
CCCCOc1ccccc1C1NC(=O)NC(C)=C1C(=O)OCc1ccco1 (configuration not stated)	-3	1.8	5	-3	7	108	1	-3	-7	-8
CCCC1CC(C)(C(=O)Cn2[nH]c(=O)ccc2=O)OC1=O (configuration not stated)	7	1.2	3	1	3	98	4	1	-5	-3
COc1cccc(-c2cccc(NC(=O)C3CCN(Cc4ccon4)CC3)c2)c1	-3	-1.3	4	1	-2	91	8	16	-7	8
Cc1ccc(C(=O)CSc2nnc(-c3ccc4[nH]c(C)c(C)c4c3)o2)cc1C	-1	-0.5	5	0	9	99	0	0	-5	-1
CCCOc1ccc(C(=O)c2nc3c(n2O)CCCCC3)cc1	5	-1.4	-2	0	-6	97	2	-1	nt	-3
C(=C\c1ccccc1)/CNCC1CCCO1 (configuration not stated)	1	-1.6	-1	0	-5	99	4	-4	4	8
COCCCn1c(=O)c2ccccc2n(Cc2ccccc2)c1=O	-10	-3.0	2	-2	-5	105	-2	-1	-5	-3
Cc1cccc(/C(N)=N/OC(=O)c2cccnc2)c1	2	1.0	7	-5	-6	101	-16	2	3	-2
O=C1NC(=S)S/C1=C\c1cc(Cl)ccc1Cl	8	-3.1	2	0	6	86	-19	28	-7	-7
CCOc1nc(NCCO)nc(Nc2ccc([N+](=O)[O-])cc2)n1	3	1.2	-11	4	11	91	30	2	-4	7
C=CCOc1ccc(/C=C/C(=O)OCc2csc(CC(=O)Nc3ccccc3C)n2)cc1	5	15*	3	-2	-1	85	-8	6	-16	3
CC(C)NC(=O)NC(=O)COc1cccc2c1OC(C)(C)C2	-3	0.3	5	0	-9	101	9	-6	nt	-2
N#Cc1c2n(c3c(=O)n(Cc4ccccc4Cl)cnc13)CCCC2	-2	-1.6	7	4	-6	99	8	-5	-8	6
COc1ccccc1CNC(=O)CN(c1ccc(C)cc1)S(=O)(=O)c1c(C)n[nH]c1C	1	-1.4	0	1	7	93	5	-2	-4	-5
CC(=O)OCC(=O)[C@@]1(O)CCC2C3CCC4=CC(=O)CCC4(C)C3C(=O)CC21C (some centres not stated)	9	2.0	20	4	-9	95	-7	-9	-4	10
O=C(CCS(=O)(=O)c1ccc(Br)s1)Nc1ccccc1Br	1	-0.5	6	-4	-1	97	-8	-3	-2	5
Cc1nn(Cc2ccccc2)c(C)c1NC(=O)Cn1nc([N+](=O)[O-])c(Cl)c1C	3	1.5	9	0	2	101	1	0	nt	-2
O=C(CCS(=O)(=O)c1ccc(F)cc1)N1CCOCC1	6	-0.6	-4	0	-2	172	1	-6	-3	-1
CC1Cc2ccccc2N1C(=O)CN1C(=O)COc2ccccc21 (configuration not stated)	-1	0.1	3	-1	0	99	0	-2	-6	-4
COc1ccc(C2(C(=O)N3CCOCC3)CCOCC2)cc1OC	1	-0.5	-2	2	-1	99	-11	1	nt	1
COc1ccc(CC(=O)Nc2nc(-c3ccncc3)cs2)cc1	1	-0.6	6	-1	-6	102	0	-1	-2	5
Cc1ccc(-c2csc(N(CC3CCCO3)C(=O)c3ccco3)n2)cc1 (configuration not stated)	5	-0.3	2	-2	-3	93	-2	1	-6	-1
CCCOc1ccc(NC(=O)C2CC(=O)N/C(=N/N=C(\C)CCc3ccc4c(c3)OCO4)S2)cc1 (configuration not stated)	1	2.0	2	1	0	97	-3	-2	-4	-4
O=C(Nc1nccs1)c1csc([C@H]2C[C@H](O)[C@@H](CO)O2)n1	-2	0.7	2	-3	1	96	-2	5	-6	-3
CC(C)NOC(=O)c1ccc(Cl)cc1	2	-2.1	2	0	2	104	-2	0	-5	2
CN1CCN(CCCNC(=O)c2nnc(Cc3c(F)cccc3Cl)o2)CC1	2	1.6	2	2	-12	100	6	-2	-7	0
Clc1ccc(Nc2ccccc2)nn1	3	2.8	-3	1	5	98	14	-12	-5	10
Cc1cc(C)c(/C([O-])=C(/C(=S)Nc2ccc(SC(F)F)cc2)[n+]2ccccc2)cc1C	-1	-2.0	13	-1	-15	104	-4	3	-5	1
CC(C)CC(NC(=O)C(NC(=O)OC(C)(C)C)C(C)C)C(=O)N1CCCC1C(N)=O (configuration not stated)	1	-1.3	2	1	-4	99	-2	-1	nt	-4
Cc1cc(C(=O)CCC(=O)Nc2ccc(S(N)(=O)=O)cc2)c(C)s1	-2	0.0	1	-1	-8	96	-2	-3	-2	-19
CCC1(CC)C(=O)C2=C3C1[C@H](C(=O)OC)C=C(C(=O)OC)C[C@H]3[C@H]1C(=O)N(Cc3ccccc3)C(=O)[C@H]1[C@H]2C (some centres not stated)	-5	-2.2	5	-2	-9	101	6	-1	-12	-3
N#CCCN(C(=O)COC(=O)CCNS(=O)(=O)c1ccccc1)c1ccccc1	3	0.8	4	6	9	97	-3	6	-18	-8
O=C(COC(=O)COc1ccccc1)Nc1cccnc1Cl	-2	-1.7	13	1	-5	94	6	-2	-2	1
CCCc1ccc2oc(C(=O)N(Cc3ccncc3)CC3CCCO3)c(C)c2c1 (configuration not stated)	-6	-1.1	7	-7	-5	102	-5	-2	-5	4
